Screening results from PubChem BioAssay.
MPTP block = blocks calcium-induced mitochondrial swelling; inhibition, % at 10 µM; AID 602449; isolated mouse mitochondria, Ca2+ swelling absorbance, 30 min; 1.4% of 360,000 active;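 active means inhibition of 50% or more, scaled per plate between neutral and stimulator controls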;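 further: 0% = DMSO wells given calcium and 100% = 1 mM EGTA wells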
NR3A LBD binder = NR3A (human) ligand-binding domain modulation; NR3A LBD differential scanning fluorimetry, Tm shift; 0% = protein alone, 100% = glycine-bound protein; Tm shift relative to glycine control, % at 25 µM; 2.5% of 340,000 active;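 active means melting temperature shift of at least 10% of the positive control shift, at one fixed dose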
ATG4B inhibitor = blocks human ATG4B protease cleavage of LC3 substrate. Q9Y4P1. ATG4B cleavage of LC3-PLA2, NBD-HPC fluorescence, 1 h. inhibition, % at 8.33 µM. 0.51% of 340,000 active; in the data active means inhibition above about 40%
SENP7 block = SENP7 protease inhibition. inhibition, % at 5 µM. AID 434973. Q9BQF6. 1.5% of 330,000 active. recombinant SENP7, Z-RLRGG-aminoluciferin luminescence, 40 min;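 active means inhibition above about 50% at the single test dose, limit read from the data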;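 further: plate controls were DMSO with enzyme for no effect and no enzyme buffer wells for full effect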
SENP8 block = SENP8 (human) protease inhibition; Q96LD8; recombinant SENP8, Nedd8 substrate fluorescence; inhibition, % at 20 µM; 0.64% of 360,000 active; AID 602440; in the data active means inhibition mostly above about 40%, no sharp cut-off; inactive means mostly below about 27%
Target sequence (Q96LD8 whole entry, looked up): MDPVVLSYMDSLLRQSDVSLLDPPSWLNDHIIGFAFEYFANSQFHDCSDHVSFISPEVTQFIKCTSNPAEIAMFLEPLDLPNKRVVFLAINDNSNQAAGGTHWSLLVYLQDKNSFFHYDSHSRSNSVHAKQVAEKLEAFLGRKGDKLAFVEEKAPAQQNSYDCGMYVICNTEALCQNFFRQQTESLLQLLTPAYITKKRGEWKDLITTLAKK
HKDC1 inh = blocks human hexokinase HKDC1 activity. inhibition, % at 20 µM. recombinant HKDC1, G6PDH/diaphorase resazurin coupled fluorescence. AID 493160. Q2TB90. 0.16% of 340,000 active;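 active means inhibition above about 35% when tested at 20 µM, limit read from the data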;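 further: plate controls were DMSO wells with enzyme for no effect and DMSO wells lacking enzyme for full effect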
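Material: recombinant HKDC1 hexokinase; Amount: HKDC1 at 5 µg/mL; Medium: Tris pH 8.0 buffer with MgCl2, Tween-20, BSA, BME; Schedule: 90 min reaction incubation at room temperature, dark; Technique: coupled resazurin fluorescence, excitation 525 nm, emission 613 nm.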
SENP6 inh = inhibitors of human SENP6 protease; Q9GZR1; 1.8% of 330,000 active; inhibition, % at 10 µM; Recombinant SENP6 catalytic domain, aminoluciferin luminescence;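 active means inhibition above about 50% at the single tested dose, limit read from the data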;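 further: plate controls were DMSO wells with enzyme for no effect and DMSO wells lacking enzyme for full effect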
Target sequence (Q9GZR1 628-1112 limits assumed): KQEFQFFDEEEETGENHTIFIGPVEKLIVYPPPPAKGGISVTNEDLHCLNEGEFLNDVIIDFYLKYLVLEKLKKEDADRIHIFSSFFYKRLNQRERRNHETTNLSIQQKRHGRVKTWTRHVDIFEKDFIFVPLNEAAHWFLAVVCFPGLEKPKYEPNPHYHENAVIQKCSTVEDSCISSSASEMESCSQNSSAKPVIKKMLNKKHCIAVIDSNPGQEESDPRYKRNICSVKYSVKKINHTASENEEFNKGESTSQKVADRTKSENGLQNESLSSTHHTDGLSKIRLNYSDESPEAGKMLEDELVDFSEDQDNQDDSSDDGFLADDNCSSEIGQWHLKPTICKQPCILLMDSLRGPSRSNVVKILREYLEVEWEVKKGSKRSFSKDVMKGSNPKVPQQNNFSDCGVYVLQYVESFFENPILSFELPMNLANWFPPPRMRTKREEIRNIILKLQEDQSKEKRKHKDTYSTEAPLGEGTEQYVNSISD
PfG6PD inh = PfG6PD (Plasmodium falciparum) enzyme inhibition. 0.78% of 350,000 active. PfGluPho enzyme, NADPH resazurin-diaphorase fluorescence. inhibition, % at 20 µM;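 active means inhibition reaching at least a set limit at 20 µM in the primary screen, cut at about 59% in these data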;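 further: 0% = DMSO wells with substrate and 100% = DMSO wells lacking glucose-6-phosphate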
Numbers without * were called inactive; i = inactive; . = no result given.

Order of results – ATG4B inhibitor, SENP7 block, SENP8 block, NR3A LBD binder, MPTP block, SENP6 inh, PfG6PD inh, HKDC1 inh
1: CCOc1ccc(NC(=O)CSC2=NN3CCCC(=O)N=C3S2)cc1
  3.6, 8.3, 9.9, -3.0, 0.3, -8.9, -15.8, 12.4
2: CCCCC1CCC(C(=O)Nc2ccccc2)CC1 (stereo not drawn)
  -1.3, -0.1, -0.5, -1.1, 1.1, -0.3, 10.5, -8.4
3: CC(=O)Nc1cnn(Cc2ccc(Br)cc2)c1
  3.3, -6.1, 22.7, -2.6, 0.5, 0.9, -0.9, -7.5
4: C=CCSc1nnc(-c2cc3c(C(F)(F)F)nn(C)c3s2)n1C
  -10.1, 5.1, -9.7, 0.6, -12.5, -4.5, -7.5, -0.4
5: Cc1ccc(Cn2c(CN(C)Cc3ccccc3)nc3c2c(=O)n(C)c(=O)n3C)cc1
  -3.2, 8.5, 1.2, -0.1, 1.2, 6.6, -2.6, 6.8
6: CCOC(=O)C1=C(COc2ccccc2)NC(=O)NC1c1ccc(Cl)cc1 (stereo not drawn)
  -8.2, -0.1, 19.6, 2.1, 1.4, -4.9, 14.9, 1.9
7: CCOC(=O)C1(Cc2cccc(OC)c2)CCCN(Cc2cc(C(C)C)n[nH]2)C1 (stereo not drawn)
  -1.6, 4.0, -2.2, 0.8, 0.1, 3.8, -5.9, -1.0
8: CCCCCOc1ccc(Cn2ccnc2)cc1[N+](=O)[O-]
  -17.6, -7.0, 17.1, 1.4, 6.1, 0.0, 2.0, -7.7
9: O=C(Nc1ccccc1)c1ccccc1OCc1ccc(F)cc1
  -2.5, 0.6, 16.2, -10.9, 1.0, -4.8, 11.8, -5.2
10: CCCCn1c(NCc2ccccc2O)nc2ccccc21
  -10.9, 7.2, 1.6, -11.8, 1.5, -10.0, 10.2, 1.4
11: O=C(NCC1COc2ccccc2O1)C1(c2ccccc2)CCCC1 (stereo not drawn)
  4.2, 1.2, 9.1, -1.4, -0.8, -15.2, 3.4, -2.2
12: CC(=O)Nc1cc([N+](=O)[O-])ccc1OCc1ccccc1
  -3.0, ., 12.8, 1.3, -2.1, ., 72.4*, 0.5
13: COc1ccc(-c2sc3ccc(OC)cc3c2-c2ccc(OC)c(F)c2)cc1
  2.9, 9.5, -133.6, -2.7, -0.8, -3.8, 3.5, -1.3
14: COc1ccc(C2=NN(C(=O)CSc3nc4ncc(Cl)cc4[nH]3)C(c3ccco3)C2)cc1 (stereo not drawn)
  12.2, 0.1, -25.6, -4.1, -1.5, -0.5, 11.8, 8.6
15: NS(=O)(=O)c1cccc(NC(=O)COC(=O)/C=C/c2nc3ccccc3s2)c1
  7.9, -9.8, -112.5, -1.0, -3.1, -1.5, 9.4, 5.7
16: COc1cccc(CC2(CO)CCN(C(=O)NC3CCCCC3)CC2)c1
  3.9, 2.1, 0.4, -1.5, -4.9, 24.1, 10.4, -2.4
17: CSc1c(CC(=O)Nc2ccccc2Cl)n(Cc2ccccc2)c2ccccc12
  -5.0, 13.5, 18.3, 2.7, -0.7, -0.6, 15.5, -4.5
18: O=C(CCl)N(Cc1cccc([N+](=O)[O-])c1)c1cccc(Cl)c1
  1.3, ., 13.8, -0.1, 0.7, ., 4.7, 27.3
19: CN(C)CCN1C(=O)c2oc3ccc(Cl)cc3c(=O)c2C1c1cccc(Br)c1 (stereo not drawn)
  -11.3, 4.2, -0.4, -1.3, -1.8, -1.1, -1.3, 5.9
20: CC(=O)n1c2c(c3ccccc31)OC(N)=C(C#N)C2c1cccc(Cl)c1Cl (stereo not drawn)
  13.5, -11.8, -387.2, 13.5*, 4.8, 7.9, -7.5, 8.4
21: COc1ccc(Br)cc1/C=N/Nc1cccc(C(=O)O)c1
  1.0, 8.0, -40.3, -15.8, -0.4, 4.5, -7.0, -0.6
22: COc1ccc(CC(=O)Nc2c3c(nn2C(C)(C)C)CS(=O)C3)cc1 (stereo not drawn)
  -5.6, 7.6, 4.9, 0.0, -0.8, -1.4, 0.5, -5.1
23: c1ccc(CCc2ccccn2)cc1
  3.5, ., 5.5, 1.8, -0.9, ., 7.7, -4.7
24: O=c1c(O[C@@H]2O[C@H](CO)[C@@H](O)[C@H](O)[C@H]2O)c(-c2ccc(O)cc2)oc2cc(O)cc(O)c12
  -2.8, -1.4, 21.3, 3.5, -0.2, -6.7, -6.3, 1.1
25: O=C(/C=C/c1c(F)cccc1Cl)c1ccc(F)cc1
  7.5, -7.8, 7.2, -1.0, -1.0, 7.0, 21.8, 14.9
26: COc1ccc(N(CC(=O)Nc2ccccc2C(=O)N2CCOCC2)S(=O)(=O)c2ccc(F)cc2)cc1
  -5.3, 3.4, 8.3, 0.9, -0.8, 10.3, 5.1, 6.5
27: Cc1cccc(N2CCN(CC(O)COCc3cccs3)CC2)c1C (stereo not drawn)
  -6.6, -10.3, 8.6, 0.2, -0.1, -5.8, 1.6, -2.3
28: CC1=C(C(=O)OCC2CCCO2)C(c2ccc(Cl)cc2)NC(=O)N1 (stereo not drawn)
  0.3, 0.1, 5.9, -0.8, 0.5, 6.1, -0.4, 4.3
29: CC(=O)N1CC(C)Sc2ccc(S(=O)(=O)NCc3ccc(F)cc3)cc21 (stereo not drawn)
  -8.6, 0.5, -6.8, 0.7, -0.4, -4.9, -10.4, -1.5
30: Cc1ccnc(NC(=O)c2ccc(COc3c(F)c(F)cc(F)c3F)o2)c1
  -4.8, 6.5, 11.3, 1.9, 0.1, -8.5, -4.5, -4.9
31: COC(=O)c1ccc(OC(=O)C2CC(=O)N(c3ccc(C)cc3C)C2)cc1 (stereo not drawn)
  -9.1, 2.4, 16.5, -2.8, -2.6, -6.3, 1.0, -7.9
32: COc1ccc(S(=O)(=O)NCCCCNS(=O)(=O)c2ccc(OC)cc2)cc1
  -15.8, -2.3, 14.5, 4.0, -0.6, -26.5, -7.9, -3.3
33: Cc1nc2ccccc2c(=O)n1NC(=O)c1c(O)c2c(n(CC(C)C)c1=O)CCCC2
  7.6, 1.6, -27.0, -5.4, -0.1, 4.6, -24.4, 3.1
34: CCC(Cc1ccccc1)NC(=O)CN(C)S(=O)(=O)c1ccc2c(c1)c(=O)n(C)c(=O)n2C (stereo not drawn)
  -8.5, 6.1, 8.3, 0.6, -1.4, 1.5, 6.3, -4.4
35: CC(=O)Nc1sc(-c2ccc(Cl)cc2)nc1-c1ccccc1
  10.3, 8.3, -411.3, -0.9, 0.2, -6.6, -11.7, 1.2
36: O=C(CSc1ccc(Br)cc1)NCC(c1cccs1)N1CCOCC1 (stereo not drawn)
  -0.7, -3.6, -2.1, 1.4, 4.0, 11.9, 20.1, -1.6
37: CCC(=O)Nc1ccc2c(c1)C(=O)N(C)C2=O
  2.2, -0.5, -455.1, -0.6, 21.2, -16.6, -10.5, -3.7
38: CC(=O)N1CCN(C(=O)c2ccc(OC3CCN(Cc4ccccn4)CC3)cc2)CC1
  14.3, 2.4, 5.0, 1.1, 0.9, 1.8, 12.1, 0.7
39: O=c1/c(=C\c2ccc3c(c2)OCO3)sc2n1CCCN=2
  -5.3, 69.2*, -45.2, -1.7, 2.0, 78.2*, 2.7, -0.5
40: Cc1ccc(NC(=S)N(CCN(C)C)Cc2cccs2)cc1C
  -1.9, -2.4, 19.3, -0.8, 5.0, -6.1, 0.2, -5.0
41: O=C(CSc1nnc(CNC(=O)C23CC4CC(CC(C4)C2)C3)n1-c1ccccc1)Nc1ccc(F)cc1
  -5.9, 7.4, 11.4, -4.7, 13.4, -10.1, 0.2, -7.6
42: Cc1c(C(=O)N2CCCCC2)nn(-c2ccc(Cl)cc2)c(=O)c1C#N
  4.8, 4.1, -262.9, -1.0, -0.2, -5.2, -13.1, -0.2
43: CC(NC(=O)COc1ccccc1-c1ccccc1)c1ccccc1 (stereo not drawn)
  42.2*, -10.9, 16.2, 3.0, 5.5, -11.8, 24.4, 0.3
44: CCOc1ccc(NC(=O)C2CCCN2C(=O)OCc2ccccc2)cc1 (stereo not drawn)
  -2.8, 2.8, 14.7, -1.3, 1.0, -4.0, -18.1, 10.9
45: Cc1ccc(Cl)cc1NC(C#N)c1ccccc1 (stereo not drawn)
  10.2, -4.4, 23.3, -1.3, 1.2, -1.2, 5.7, -0.5
46: CCOc1ccc(N2C(=O)Nc3ccccc3C2(O)C(=O)NCc2ccc(F)cc2)cc1 (stereo not drawn)
  -4.8, -13.7, 17.9, 2.2, -1.8, 6.7, 2.1, -5.8
47: CCCCCCN(C(=O)CCCN1C(=O)NC(c2ccc([N+](=O)[O-])cc2)C(C(=O)OCc2ccccc2)=C1C)C(C)C(=O)NCCCC (stereo not drawn)
  -8.4, 9.4, 7.4, 0.7, -0.2, ., 24.5, 21.6
48: Cc1ccccc1-c1cccc([C@@H]2C[C@H]3[C@H](CON3C)CN2C(=O)CCc2ccccc2)c1
  2.6, ., 1.3, -1.7, -0.6, ., 22.1, -0.9
49: N#CC1=C(N)Oc2c(ccc3ccccc23)C1c1ccsc1 (stereo not drawn)
  -6.4, 16.2, -115.0, -9.8, 4.2, 61.8*, 22.6, 10.8
50: CCc1sc(C(=O)Nc2ccc(OC)c(S(=O)(=O)N3CCOCC3)c2)cc1C
  -10.1, -13.6, 2.7, 1.7, -0.7, -4.1, 11.3, -3.6
51: Cc1cc(OC(=O)c2ccccc2Cl)cc(=O)n1C
  -1.4, 0.3, 18.3, 1.2, -1.5, -2.0, 17.1, 5.3
52: NC(=O)c1ccsc1NC(=O)CN1C(=O)NC2(CCCC2)C1=O
  1.2, 8.2, 7.5, 0.2, -3.8, 6.7, 9.6, 4.1
53: c1ccc2c(c1)CCCN2c1nc2ccccc2n2cnnc12
  -0.3, 11.2, -13.9, -1.3, -0.5, 3.7, 50.7, 13.5
54: COc1ccc2nc3c(c(-c4ccccc4)c2c1)CCC3
  7.3, -5.1, i, 1.3, -0.5, 1.3, -13.9, 5.5
55: O=C(Nc1ccc2oc(-c3ccccc3F)nc2c1)c1ccccc1F
  10.7, 3.3, -262.6, -8.5, -1.8, 11.7, 18.6, 8.4

Reprinted: entries 48–53
Order of results – ATG4B inhibitor, SENP7 block, SENP8 block, NR3A LBD binder, MPTP block, SENP6 inh, PfG6PD inh, HKDC1 inh
48: Cc1ccccc1-c1cccc([C@@H]2C[C@H]3[C@H](CON3C)CN2C(=O)CCc2ccccc2)c1
  2.6, ., 1.3, -1.7, -0.6, ., 22.1, -0.9
49: N#CC1=C(N)Oc2c(ccc3ccccc23)C1c1ccsc1 (stereo not drawn)
  -6.4, 16.2, -115.0, -9.8, 4.2, 61.8*, 22.6, 10.8
50: CCc1sc(C(=O)Nc2ccc(OC)c(S(=O)(=O)N3CCOCC3)c2)cc1C
  -10.1, -13.6, 2.7, 1.7, -0.7, -4.1, 11.3, -3.6
51: Cc1cc(OC(=O)c2ccccc2Cl)cc(=O)n1C
  -1.4, 0.3, 18.3, 1.2, -1.5, -2.0, 17.1, 5.3
52: NC(=O)c1ccsc1NC(=O)CN1C(=O)NC2(CCCC2)C1=O
  1.2, 8.2, 7.5, 0.2, -3.8, 6.7, 9.6, 4.1
53: c1ccc2c(c1)CCCN2c1nc2ccccc2n2cnnc12
  -0.3, 11.2, -13.9, -1.3, -0.5, 3.7, 50.7, 13.5
